Source: PubChem
Cardio protect = protects H9c2 cardiomyocytes from peroxide injury; protection from H2O2 cell death, % at 20 µM; 0.63% of 360,000 active; H2O2 injury protection, ATPLite, 2 h; AID 588492;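 active = compounds giving at least 50% protection of heart cells from peroxide-induced death in the single-dose screen, raw or plate-pattern-corrected value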;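 also: 0% = DMSO wells with peroxide and 100% = DMSO wells without peroxide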
MC4R barr agon = activates human MC4R beta-arrestin recruitment; P32245; 0.98% of 360,000 active; U2OS MC4R beta-arrestin complementation, luminescence; percent of melanotan II response, DMSO zero; activation, % at 8.9 µM; AID 540308;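 active = activation above a per-plate cutoff, the mean activation of sample wells on that plate plus 3 SD, cut at about 8% in these data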
Target sequence (P32245 whole entry, looked up): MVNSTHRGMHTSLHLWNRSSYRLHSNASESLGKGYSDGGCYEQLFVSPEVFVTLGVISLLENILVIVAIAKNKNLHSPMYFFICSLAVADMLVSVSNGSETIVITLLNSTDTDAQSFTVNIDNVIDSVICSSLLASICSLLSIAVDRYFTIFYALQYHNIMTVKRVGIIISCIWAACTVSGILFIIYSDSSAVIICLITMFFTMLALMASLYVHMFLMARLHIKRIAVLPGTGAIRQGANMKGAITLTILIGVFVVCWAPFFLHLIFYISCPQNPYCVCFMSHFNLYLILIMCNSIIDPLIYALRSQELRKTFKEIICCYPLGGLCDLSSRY
ABCB6 inh 2 = human ABCB6 transporter inhibition. Q9NP58. fluorescence ratio to DMSO, % at 10 µM. 0.19% of 360,000 active. K562-ABCB6 porphyrin accumulation, flow cytometry, 1 h; stronger effect = lower value. AID 602162;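 active = fluorescence ratio to DMSO below 75%, the collection mean minus 3 SD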;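 also: signal is porphyrin accumulated inside mitochondria; 100% equals median channel fluorescence of DMSO control wells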
hiPSC survival = enhancers of human iPSC single-cell survival | hiPSC single-cell survival, ATPlite luminescence; 100% = ROCK inhibitor wells, 0% = DMSO | survival enhancement, % at 20 µM | 0.044% of 360,000 active | AID 602274; in the data active = survival enhancement above about 18%;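 also: cells exposed to compounds for 16 hours before the ATP read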
Glyco luc inh = blocks N-linked glycosylation in D54 reporter cells | D54 ERlucT glycosylation luciferase reporter, 24 h; percent of 100 nM tunicamycin response | reporter increase, % at 12.5 µM | 0.23% of 360,000 active;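 active = mean luciferase reporter signal, scaled so untreated is 0 and the glycosylation-blocking control 100, at or above a set limit in every replicate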;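 also: luciferase carries N-glycosylation sites so blocking glycosylation raises the light; 0% = median of neutral control wells and 100% = median of 100 nM tunicamycin wells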
MC4R antag cAMP = human MC4R antagonism in cAMP assay; MC4R-expressing cells, MTII-stimulated cAMP, LANCE TR-FRET; inhibition, % at 6.5 µM; 0.48% of 360,000 active; AID 540295;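 active = inhibition above its plate's cutoff, the mean of tested wells on that plate plus 3 SD, cut at about 29% in these data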;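 also: 0% = Melanotan II alone and 100% = Melanotan II plus saturating MCL0020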
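System: U2OS cells stably expressing human melanocortin 4 receptor (MC4R). Reagent: Melanotan II challenge after compound preincubation. Doses: 6.5 µM. Times: 30-min compound, 1-h challenge, 1-h detection, room temperature. Measured by: TR-FRET with Eu-cAMP and labeled anti-cAMP, 671 nm. Replicates: singlicate.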
ABHD5 PLIN5 PPI = ABHD5-PLIN5 protein interaction inhibition; AID 602281; Split G. princeps luciferase complementation, luminescence, 4 h; Q00G26+Q8WTS1; 0.78% of 360,000 active; inhibition, % at 4 µM;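 active = inhibition above the mean inhibition across every tested compound plus 3 SD, cut at about 22% in these data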;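 also: 0% = DMSO only wells and the 100% control is not disclosed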
aDG glyco act = alpha-DG glycosylation activation. Pro5-aDG cells, alpha-DG glycosylation AlphaScreen (IIH6); 0% Pro5, 100% B10-LARGE cell signal. activation, % at 10 µM. 0.22% of 360,000 active;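 active = activation of at least 8% versus controls, or a plate z-score of at least 8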;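 also: Pro5 are CHO cells carrying HIG-tagged alpha-DG that lacks glycosylation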
Exocytosis inh = lytic granule exocytosis inhibition; TALL-104 LAMP-1 surface exposure, flow cytometry; cells stimulated with thapsigargin and PMA; inhibition, % at 10 µM; 0.66% of 360,000 active; AID 651702;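 active = inhibition above about 55%, limit read from the data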
HTR2A ag = mouse HTR2A agonism via beta-arrestin recruitment. 0.66% of 360,000 active. CHO-K1 mHTR2A beta-arrestin complementation, luminescence; percent of 30 µM serotonin response. P35363. activation, % at 7.6 µM. AID 624169;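 active = activation above a run cutoff, the mean activation of all tested compounds plus 3 SD, cut at about 14% in these data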;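 also: 0% = plate median of compound wells and 100% = 30 µM serotonin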
Target sequence (P35363 whole entry, looked up): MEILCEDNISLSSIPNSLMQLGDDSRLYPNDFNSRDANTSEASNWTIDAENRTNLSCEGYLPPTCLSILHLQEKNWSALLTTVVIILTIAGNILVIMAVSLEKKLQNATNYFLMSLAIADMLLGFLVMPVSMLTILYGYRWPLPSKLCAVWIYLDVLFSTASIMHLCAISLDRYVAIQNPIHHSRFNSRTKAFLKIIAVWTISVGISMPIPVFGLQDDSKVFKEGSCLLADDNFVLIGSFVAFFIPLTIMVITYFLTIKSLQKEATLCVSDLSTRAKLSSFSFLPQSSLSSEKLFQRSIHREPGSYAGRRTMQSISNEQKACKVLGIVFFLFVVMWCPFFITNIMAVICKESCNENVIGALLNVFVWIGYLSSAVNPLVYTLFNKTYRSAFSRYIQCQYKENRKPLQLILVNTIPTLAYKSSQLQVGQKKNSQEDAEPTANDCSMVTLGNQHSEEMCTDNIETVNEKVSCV
An asterisk follows results filed as active; . = not tested or not shown.

SMILES	Cardio protect	MC4R barr agon	ABCB6 inh 2	hiPSC survival	Glyco luc inh	MC4R antag cAMP	ABHD5 PLIN5 PPI	aDG glyco act	Exocytosis inh	HTR2A ag
CC(=O)NC(=S)Nc1cccc(S(=O)(=O)NC2=NCCC2)c1	-0.9	0.3	93.0	2.5	1.7	3.6	3.7	-0.1	0.7	1.4
Cc1nc(C(F)(F)F)nc(Nc2ccc(Br)cc2)c1C#N	6.2	2.6	95.0	4.5	-0.6	-1.6	-2.0	-0.3	0.0	2.1
O=C(COc1ccc2ccc(=O)oc2c1)N1CCN(C(=O)C2COc3ccccc3O2)CC1 (stereo not drawn)	-0.1	-3.3	100.0	-0.3	-1.1	-0.2	-1.1	7.8*	0.7	0.6
CN(C)C(=S)c1ccccc1	0.5	2.7	102.0	-0.8	0.2	21.1	-7.7	0.0	-9.1	3.7
FC(F)(F)c1ccccc1Cc1c(-c2ccc(Cl)cc2)nc2c3ccccc3ccn12	.	.	111.0	0.4	.	.	-11.6	0.8	1.6	0.3
CC(=O)N1c2ccc(S(=O)(=O)N3CCCC(C(=O)Nc4cc(C)cc(C)c4)C3)cc2CC1C (stereo not drawn)	-6.7	0.4	90.0	0.6	0.7	1.5	0.8	0.1	-5.1	-2.9
CC(C)CCNC(=O)C(C)N(C(=O)Cn1nnc(-c2ccc(F)cc2)n1)C1CCCC1 (stereo not drawn)	9.0	-2.0	91.0	4.6	-1.8	-1.4	0.4	0.2	-0.7	5.2
CC(C)COCC(CN(Cc1ccccc1)c1ccccc1)N1CCCC1 (stereo not drawn)	-17.2	6.1	101.0	-1.7	-2.8	4.2	0.7	-0.5	-2.4	-1.3
CC(C)(C)OC(=O)N/N=C/c1ccc(N2CCOCC2)s1	3.2	-0.3	130.0	-2.1	2.0	-11.0	0.8	-0.4	-8.0	3.7
COc1cc(OC)cc(C(=O)N2CCN(C3CCN(Cc4ccccc4)CC3)CC2)c1	7.6	1.5	100.0	-0.7	0.1	11.3	-5.9	0.0	-1.1	-2.7
Cc1ccc2cc(CN(CCCN3CCOCC3)C(c3nnnn3Cc3ccco3)C(C)C)c(=O)[nH]c2c1C (stereo not drawn)	7.6	-0.3	89.0	0.1	2.9	-0.8	-4.8	0.2	-1.4	-2.1
Cc1c([N+](=O)[O-])cc(C(=O)Nc2ccc(Cc3ccncc3)cc2)cc1[N+](=O)[O-]	-5.8	2.1	95.0	-2.4	-1.2	3.7	-1.1	0.0	-0.6	-4.5
COCCN1Cc2cccc(C(=O)Nc3cccc(C)c3C)c2C1=O	3.8	-1.6	97.0	3.7	-1.2	15.6	1.6	0.0	3.0	-5.0
Cc1cc(NC(=O)CCC(=O)N(Cc2ccco2)C(C(=O)NC2CCCCC2)c2ccccc2)no1 (stereo not drawn)	7.9	1.6	100.0	-2.8	-0.2	13.3	-3.1	0.2	-8.0	-0.1
O=C(CN1CCCCCC1)Nc1ccc(F)c(F)c1F	1.2	-1.4	96.0	1.0	-0.9	0.3	3.4	0.1	0.5	-1.1
COc1ccc(OC)c(N(CC(=O)N2CCCC2)S(=O)(=O)c2ccc(C)cc2)c1	2.4	0.3	101.0	-0.4	-1.1	23.9	-0.1	-0.1	-5.8	1.9
COc1ccc2c(c1)[nH]c1c(=O)n(CCc3cnc[nH]3)cnc12	1.8	-2.0	98.0	0.4	11.2	9.6	1.4	-0.1	-0.4	1.7
O=[N+]([O-])c1nn(-c2ccc(Cl)cc2)n(O)c1=NCc1cccnc1	-4.0	1.3	105.0	-0.9	5.5	4.1	2.7	0.0	-0.8	-0.7
COc1ccc(C2=NOC(C(=O)Nc3ccc(C)cc3)C2)cc1OC (stereo not drawn)	-1.8	0.6	94.0	0.3	0.7	9.3	0.7	0.1	0.6	-5.1
COCCn1c(SCc2nc3sc(C(=O)OC)c(C)c3c(=O)[nH]2)nc2ccccc21	8.7	-0.1	104.0	-2.2	0.7	4.8	-0.1	0.3	-0.3	0.2

Pulled by structure from the entries so far (2):
SMILES	Cardio protect	MC4R barr agon	ABCB6 inh 2	hiPSC survival	Glyco luc inh	MC4R antag cAMP	ABHD5 PLIN5 PPI	aDG glyco act	Exocytosis inh	HTR2A ag
O=C(COc1ccc2ccc(=O)oc2c1)N1CCN(C(=O)C2COc3ccccc3O2)CC1 (stereo not drawn)	-0.1	-3.3	100.0	-0.3	-1.1	-0.2	-1.1	7.8*	0.7	0.6
COc1cc(OC)cc(C(=O)N2CCN(C3CCN(Cc4ccccc4)CC3)CC2)c1	7.6	1.5	100.0	-0.7	0.1	11.3	-5.9	0.0	-1.1	-2.7

(next part)
SMILES	Cardio protect	MC4R barr agon	ABCB6 inh 2	hiPSC survival	Glyco luc inh	MC4R antag cAMP	ABHD5 PLIN5 PPI	aDG glyco act	Exocytosis inh	HTR2A ag
O=C(CSc1nnc2nnc3ccccc3n12)N1CCOCC1	-16.0	-0.3	106.0	0.1	5.1	10.1	-3.3	1.4	-1.3	-3.0
CCOc1ccc(NC(=O)CN2CCC(n3cnc4cc(F)ccc43)CC2)cc1	-10.0	1.2	100.0	-1.1	1.5	-9.4	0.5	1.8	0.8	-1.8
Cc1ccc(C2(c3noc(CN(C)CC4COCCO4)n3)CCCC2)cc1 (stereo not drawn)	-3.9	4.2	97.0	0.0	0.6	12.3	-1.6	-0.2	-2.8	-3.3
CCCCOc1ccc(C(=O)N2CCCC2)cc1	-0.5	-2.5	105.0	-1.8	1.9	2.4	0.0	-0.1	-1.4	0.7
CCC(COC(=O)Nc1cccc(C)c1)NC(=O)OCC(C)C (stereo not drawn)	-22.1	0.8	101.0	-0.8	-1.6	9.7	0.0	1.4	-5.9	2.7
CCOc1ccc(NS(=O)(=O)c2ccc3ncsc3c2)cc1	-3.6	-0.8	101.0	-1.1	-1.6	16.0	2.2	-0.1	3.1	-2.2
Cn1cc(CCNC(=O)CCc2nnc(CCCCc3ccccc3)o2)cn1	0.3	0.9	106.0	0.8	1.0	18.6	4.8	-0.4	-0.8	0.8
COCCCN1C(=O)C(CC(=O)NC2CCCCC2)CC(C(=O)N(C(C)C)C(C)C)=C1C (stereo not drawn)	5.6	.	100.0	-2.8	-0.5	.	-8.4	-0.4	-0.3	0.6
CN(CCc1ccccc1)C(=O)c1ccc(NC(=O)Cc2ccc(NC(=O)C3CCCN(C(=O)C4CC4)C3)cc2)cc1 (stereo not drawn)	-1.1	-2.2	102.0	-0.5	15.2	8.5	2.4	-0.1	-2.4	-0.6
CC1(C)C(=O)OC(C(=O)c2ccccc2)C(C)(C)C1=O (stereo not drawn)	8.2	-0.2	101.0	0.5	2.7	4.5	0.5	-0.1	-1.0	-0.7
COc1ccccc1NC(=O)CSc1nnc(COc2ccccc2OC)n1C	4.0	-1.3	104.0	0.4	-0.4	6.4	-0.2	-0.3	1.0	-6.8
Cc1nc2ccc([N+](=O)[O-])cc2c(=O)n1Cc1ccc(Cl)cc1	-6.3	-1.9	94.0	0.9	-3.3	-3.6	4.1	0.3	-1.2	-4.5
CCOC(=O)c1ccc(S(=O)(=O)N2CCC(C(=O)NCC3COc4ccccc4O3)CC2)cc1 (stereo not drawn)	-7.9	0.6	89.0	2.5	-9.4	16.7	-7.3	0.0	-3.2	-5.4
CCc1ccccc1NC(=O)COc1ccc2c(c1)OCO2	-4.3	-2.5	140.0	-0.5	-2.2	-4.8	-0.4	0.3	-0.3	0.3
O=C(N/N=C\c1ccccn1)c1cccc(C(=O)N/N=C\c2ccccn2)n1	53.9*	-2.5	98.0	-0.3	0.1	-5.7	8.7	0.1	4.8	1.7
FC(F)(F)COc1nc(N2CCCCC2)nc(N2CCNCC2)n1	-4.2	1.4	106.0	-4.0	2.5	8.1	-4.5	1.0	-3.2	25.4*
N/C(=N\OC(=O)CC1CCCCC1)c1cccc([N+](=O)[O-])c1	-16.8	-0.7	105.0	-3.2	2.1	0.6	-9.4	-0.1	-3.0	-2.2
Cc1ccc(N2C(=O)C(CC(=O)Nc3cccc(F)c3)N(C3CC3)C2=O)cc1 (stereo not drawn)	6.4	0.3	88.0	0.8	2.9	9.5	-0.2	-0.1	-6.3	3.3
C/C(=N\NC(=O)c1ccc(NS(=O)(=O)c2cccs2)cc1)c1ccc2c(c1)OCO2	-3.2	0.3	103.0	-0.9	2.6	7.5	-2.1	-0.1	-1.0	-4.8
O=C(O)c1cccc(CSc2ncccn2)c1	3.7	-2.0	90.0	-1.0	0.6	-5.5	-3.0	-0.1	14.7	0.1
CN(C)C(=O)NC1C=CS(=O)(=O)C1 (stereo not drawn)	3.8	-1.9	96.0	-1.8	2.2	-2.3	-2.8	-0.1	0.1	5.8
CCN(CC)C(=O)Cn1cc(S(=O)(=O)CC(=O)N2CC(C)OC(C)C2)c2ccccc21 (stereo not drawn)	2.2	-1.0	94.0	-0.4	-1.5	7.2	-2.1	-0.1	-3.0	-4.4
COCC1CCN(C(=O)c2ccc3oc(Cc4ccccc4)nc3c2)C1 (stereo not drawn)	-3.7	1.2	95.0	-0.2	2.7	2.0	-7.0	-0.1	2.0	-3.3
COc1ccc(NC(=O)C[C@H]2C(=O)N(c3ccccc3)C[C@@H]2CSC)cc1	2.7	-1.6	100.0	1.3	1.6	8.1	2.5	0.1	1.3	-4.1
O=C1c2ccccc2S(=O)(=O)N1CC1CC(c2ccccc2)=NO1 (stereo not drawn)	-10.3	-1.1	96.0	-2.7	-1.5	0.3	5.7	-0.5	-2.7	2.4
CCCCNc1ncnc2c1cnn2-c1ccc(C)cc1C	5.4	1.2	100.0	1.0	-1.3	6.4	-10.2	-0.1	-1.4	-3.4
CC(C)C(=O)Nc1nnc(S(=O)(=O)N2CCCCCC2)s1	-1.7	-0.3	97.0	-1.0	0.4	-0.7	-4.7	-0.1	5.0	-2.0
C=CC(O)(C#CCN(CC)CC)c1ccccc1 (stereo not drawn)	4.1	2.0	103.0	8.5	-0.6	-3.4	1.0	0.4	-3.0	-2.3
COc1ccc(/C=C2/CCOC2=O)cc1	-3.2	0.5	96.0	-5.4	1.7	9.4	0.0	-0.1	-2.2	1.5
Cc1cccc(C)c1OCC(O)CNC(C)c1ccccc1 (stereo not drawn)	-7.3	3.7	105.0	-0.3	0.2	-8.5	-10.3	-0.2	18.0	8.0
O=C(Cc1ccccc1)N[C@@H]1c2ccccc2CC[C@@H]1OCc1ccccc1	-4.7	5.3	102.0	5.0	-1.7	-8.8	-1.0	-0.1	-3.5	0.8
CCOC(=O)C1(C)NC(c2ccco2)C2C(=O)N(c3ccc(C)cc3)C(=O)C21 (stereo not drawn)	14.3	-1.4	95.0	6.9	1.0	4.0	4.4	-0.2	1.1	2.7
COc1ccc(NC(=O)CSc2nnc3ccc(-c4cccnc4)nn23)cc1OC	5.6	-2.8	97.0	-0.4	0.3	3.8	2.7	0.2	0.0	7.5
Clc1cccc(CON/C=N/c2ncnc3sccc23)c1	-19.0	-1.1	99.0	-0.5	-0.8	6.0	-0.3	1.7	-0.6	-1.2
O=C1NC(=O)/C(=C\c2ccc(N3CCOCC3)o2)N1	3.9	4.5	97.0	3.2	-0.4	-7.3	68.0*	0.2	-3.8	2.4
O=C1C=C(c2c(O)ccc3ccccc23)c2ccccc2C1=O	-19.1	3.7	129.0	-3.4	3.8	11.2	91.0*	-0.2	104.3*	14.9*
